From PubChem BioAssay
CCT chaperon mod – changes cytosolic chaperonin activity | purified chaperonin ATPase assay, HTRF ADP detection, 30 min | activity change, % (test concentration not listed), hits read low | 360,000 tested, 0.3% active; in the data active = activity change below about -30%; note: % is set by controls: 0 for no effect and ±100 for the full control effect
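ATPase activity: ADP formed was measured by HTRF Transcreener (665/615 nm ratio) after 30 min at 37 deg C with 10 uM ATP. Compounds screened at one 76 uM concentration against 40 or 20 nM TRiC in Tris pH 7.4/KCl/MgCl2/DTT buffer.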
pAkt inh – Akt phosphorylation inhibition. activity change, % for hits at 50 µM. Neuro2A IGF-stimulated pAkt S473 HTRF, 20 min; stronger effect = lower value. 360,000 tested, 0.32% active; in the data active = activity change below about -80%; inconclusive = mostly about -51% to -80%; note: % is set by controls: 0 for no effect and ±100 for the full control effect
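Single-point screen (50 µM final compound) in Neuro2A cells stimulated 20 min with 6 nM IGF at 37 deg C. After lysis, Ser473-phosphorylated Akt read by HTRF (ex 330 nm, em 615/665 nm) as the 665/615 ratio.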
PTHR1 agonist – agonists of human PTHR1 parathyroid hormone receptor; Q03431; AID 743266; 410,000 tested, 0.075% active; Potency, µM (highest dose often 115 µM), without a hit: top-dose activation, most hits filed as activators; HEK293 GP2 PTHR1 cells, GloSensor cAMP luminescence, 1 h; note: potency is the fitted concentration of half-maximal effect; nearly all actives have a fitted effect of over 55% in size; some results filed as inactive show a strong effect at the top dose; inactives centre near -15; many of its hits are not listed in these tables
Target sequence (Q03431 whole entry, looked up): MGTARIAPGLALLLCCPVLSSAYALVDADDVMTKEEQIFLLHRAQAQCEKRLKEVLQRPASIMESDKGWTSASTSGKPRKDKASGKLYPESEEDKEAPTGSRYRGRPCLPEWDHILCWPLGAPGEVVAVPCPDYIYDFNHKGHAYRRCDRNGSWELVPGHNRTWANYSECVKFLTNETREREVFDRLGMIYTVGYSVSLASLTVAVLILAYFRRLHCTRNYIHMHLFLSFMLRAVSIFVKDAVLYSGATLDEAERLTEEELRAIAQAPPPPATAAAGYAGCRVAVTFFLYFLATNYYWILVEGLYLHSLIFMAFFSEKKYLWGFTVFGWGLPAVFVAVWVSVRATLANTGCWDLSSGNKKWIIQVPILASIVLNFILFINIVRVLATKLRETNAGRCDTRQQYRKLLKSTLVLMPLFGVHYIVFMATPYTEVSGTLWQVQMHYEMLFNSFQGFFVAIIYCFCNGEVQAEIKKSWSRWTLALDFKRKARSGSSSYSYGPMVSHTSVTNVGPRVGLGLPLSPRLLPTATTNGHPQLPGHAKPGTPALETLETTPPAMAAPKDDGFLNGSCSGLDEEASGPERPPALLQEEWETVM
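HEK-293-derived GP2 cells expressing PTHR1 and a GloSensor cAMP reporter, 3,000/well, plated overnight, given luciferin plus IBMX (each 0.5 mM as added) for 1 h at 37 °C, then compound for 1 h at 37 °C. Luminescence was read after 15 min at room temperature.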
EPAC2 antagonist – blocks human EPAC2 exchange factor. 360,000 tested, 0.18% active. AID 720708. EPAC2 GEF exchange of Rap1B-BODIPY-GDP, fluorescence. Potency, µM (highest dose often 114 µM), without a hit: at the highest dose activity, negative = inhibition, usual class: inhibitors. Q8WZA2; note: potency is the fitted concentration of half-maximal effect; % is set by controls: 0 for no effect and ±100 for the full control effect; nearly all actives have a fitted effect of over 45% in size; many of its hits are not listed in these tables
DRD3 agonist – agonists of human D3 dopamine receptor | max activation, % | P35462 | 410,000 tested, 0.58% active | D3R DiscoveRx beta-arrestin cells, luminescence, 90 min | AID 652048; in the data active = max activation above about 30%; note: 0% is about no effect; mostly tested at two doses, the higher about 12 µM
Target sequence (P35462 whole entry, looked up): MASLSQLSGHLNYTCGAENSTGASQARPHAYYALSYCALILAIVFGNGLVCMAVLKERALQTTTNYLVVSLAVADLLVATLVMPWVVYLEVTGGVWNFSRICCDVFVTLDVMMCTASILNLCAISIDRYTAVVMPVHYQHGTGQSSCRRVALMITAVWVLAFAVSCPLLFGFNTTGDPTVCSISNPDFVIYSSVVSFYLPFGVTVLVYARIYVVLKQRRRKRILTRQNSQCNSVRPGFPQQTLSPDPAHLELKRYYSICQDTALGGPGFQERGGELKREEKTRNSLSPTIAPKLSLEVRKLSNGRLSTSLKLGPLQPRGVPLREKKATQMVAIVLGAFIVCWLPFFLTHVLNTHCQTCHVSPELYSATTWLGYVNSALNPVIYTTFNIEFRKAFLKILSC
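Cells at 1500/well, incubated overnight, then treated with pinned compounds (dopamine as control) for 90 min at 37 degrees C. DiscoveRx reagent added for 30 - 60 minutes at room temperature; luminescence read.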
DRD3 antagonist – antagonists of human D3 dopamine receptor; P35462; D3R cells, DiscoveRx beta-arrestin luminescence, antagonist mode; stronger effect = lower value; max response, negative = inhibition, %; 360,000 tested, 2.5% active; AID 652054; in the data active = max response below about -50%; inconclusive = no clear call, values can overlap the other calls; note: % is set by controls: 0 for no effect and ±100 for the full control effect; mostly tested at two doses, the higher about 12 µM
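Cells plated overnight at 1500 cells/well, then exposed to library compounds with dopamine controls for 90 minutes at 37 degrees C. DiscoveRx reagent added for 30–60 minutes at room temperature; luminescence read, quantitative HTS format.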
MmCpn inh – M. maripaludis TRiC chaperonin inhibition | purified Mm-Cpn ATPase, ADP Transcreener TR-FRET | AID 504842 | 330,000 tested, 0.031% active | Potency, µM (series often up to 76.9 µM), for the others: at the highest dose activity, negative = inhibition, actives largely listed as inhibitors; note: potency is the fitted concentration of half-maximal effect; % is set by controls: 0 for no effect and ±100 for the full control effect; nearly all actives have a fitted effect of over 80% in size
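25 nM Mm-CPN + cpd, 10 min 37°C; + 10 uM ATP, 30 min 37°C; buffer 30 mM Tris pH 7.4, 100 mM KCl, 5 mM MgCl2, 1 mM DTT; Transcreener ADP HTRF detection 30 min RT.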
EPAC2 agonist – activates human EPAC2 exchange factor | Potency, µM (titrated, usually from 154 µM), for inactives: top-dose activation, usual class: activators | Q8WZA2 | 360,000 tested, 0.079% active | EPAC2 activation, biochemical qHTS; response scale: 100% = 6.5 mM cAMP response; note: potency is the fitted concentration of half-maximal effect; nearly all actives have a fitted effect of over 50% in size
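In this primary screen, activation is scored as increased exchange of BODIPY-GDP from Rap1B by 100 nM EPAC2, with 50 uM GDP as competitor. Signal is normalized to the 6.5 mM cAMP agonist control.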
An asterisk follows results filed as active; i = inactive; u = inconclusive; x = no result given; [ ] = remark or other dose. Unless noted, calls come from the whole dose curve; as a rule, active = well fitted curve in the direction sought with a large enough effect; inconclusive = small, poorly fitted or top-dose-only effect, or another doubt; inactive = no such curve, though single readings can be large; an effect the other way counts as inactive or inconclusive. A portion of the library (hit frequency here may not be typical).

Second line of a record – CCT chaperon mod	pAkt inh	PTHR1 agonist	EPAC2 antagonist	DRD3 agonist	DRD3 antagonist	MmCpn inh	EPAC2 agonist
> O=C(OCC(=O)N1CCCC1)c1c(Cl)ccc(Cl)c1Cl
  -2.3	i	i	-13%	-5	2	1%	1%
> O=C(Nc1ncccc1Cl)c1cccc(F)c1
  -4.8	i	-11%[57.5 µM]	-4%	-9	-20	-1%	-1%
> COc1ccc(S(=O)(=O)N2CCOCC2)cc1NC(=O)CSc1ncccn1
  -0.5	i	-2%	1%	-4	6	1%	8%
> COc1ccc(OC)c(S(=O)(=O)NCc2csc(-c3ccccc3)n2)c1
  -0.8	i	0%[57.5 µM]	-1%	-22	-19	-1%	4%
> COc1ccccc1C(=O)Nc1c2c(nn1-c1ccc([N+](=O)[O-])cc1)CS(=O)(=O)C2
  -0.5	i	-14%	-3%	-5	16	3%	-5%
> O=C1COc2ccccc2CN1
  0.8	i	i	15%	11	u	1%	14%
> C=CCN1CN(S(=O)(=O)c2ccc(OC)cc2)c2nc3ccccc3nc21
  0.8	i	-14%	-23%	0	6	0%	7%
> CCOC(=O)CSc1nnc(-c2cccc(Cl)c2)n1CC
  -0.4	i	i	6%	-6	0	0%	1%
> CC1CCC(C(=O)NC(C(=O)N2CCN(c3ccccn3)CC2)C(C)C)CC1 (configuration not stated)
  -1.4	i	i	-5%	-1	3	1%	-6%
> CCCCNS(=O)(=O)c1ccc2nc(-c3cccnc3)cc(C(=O)NC3CCCC3)c2c1
  -0.1	i	i	10%	15	9	0%	-13%

Copied from the listing (2 entries):
Second line of a record – CCT chaperon mod	pAkt inh	PTHR1 agonist	EPAC2 antagonist	DRD3 agonist	DRD3 antagonist	MmCpn inh	EPAC2 agonist
> C=CCN1CN(S(=O)(=O)c2ccc(OC)cc2)c2nc3ccccc3nc21
  0.8	i	-14%	-23%	0	6	0%	7%
> CCOC(=O)CSc1nnc(-c2cccc(Cl)c2)n1CC
  -0.4	i	i	6%	-6	0	0%	1%

Next section.
Second line of a record – CCT chaperon mod	pAkt inh	PTHR1 agonist	EPAC2 antagonist	DRD3 agonist	DRD3 antagonist	MmCpn inh	EPAC2 agonist
> CCOC(=O)C1=C(N)Oc2cc(O)ccc2C1c1cccc(Cl)c1 (configuration not stated)
  -0.2	i	-24%	-20%	4	7	2%	3%
> COc1cc2c(cc1NC(=O)c1ccncc1)oc1ccccc12
  -0.1	i	-46%[inhibitor][57.5 µM]	-8%	3	-6	0%	0%
> Cc1ccc(NC(=O)N2CCc3ccccc32)cc1
  -1.2	i	-65%[inhibitor][57.5 µM]	-2%	-1	-12	1%	10%
> Cc1[nH][nH]c(=O)c1N=Nc1ccc(F)cc1
  -2.6	i	-25%	-6%	-1	-2	1%	6%
> O=C(CSc1ccc(-c2nc3ccccc3[nH]2)cn1)Nc1ccc(S(=O)(=O)N2CCCC2)cc1
  -0.8	i	-19%	4%	6	36	u	3%
> CCn1cc(CNC(=O)c2ccc3nc(Cc4ccc(OC)cc4)oc3c2)cn1
  2.3	i	-33%	2%	18	6	0%	0%
> O=C(NCC(F)(F)F)C1C(=O)Nc2ccccc2C(=O)N1Cc1ccccc1 (configuration not stated)
  x	i	-8%	-2%	4	14	x	-1%
> COc1ccc(CNC(=O)c2c(C)oc3c2C(=O)c2ccccc2C3=O)cc1
  -3.2	i	-22%	u	-7	-72*	0%	9%
> CC(=O)c1c(C(C)=O)c(C)n(Cc2ccc3c(c2)OCO3)c1C
  -3.7	i	-74%[inhibitor][57.5 µM]	1%[57.1 µM]	0	10	0%	-3%
> CC(=O)c1c(C)[nH]c(C(=O)Nc2nc(C)cs2)c1C
  1.1	i	-32%	10%	-2	-3	-6%	0%

Continuation:
Second line of a record – CCT chaperon mod	pAkt inh	PTHR1 agonist	EPAC2 antagonist	DRD3 agonist	DRD3 antagonist	MmCpn inh	EPAC2 agonist
> Cc1cc(N=Nc2ccc(C)c(N=Nc3cc(C)c(N)cc3N)c2)c(N)cc1N
  -3.0	i	-31%[inhibitor]	-3%	-2	-3	-3%	0%
> COC(=O)c1ccc(NC(=O)CCS(=O)(=O)c2ccc3c(c2)NC(=O)C(C)S3)cc1 (configuration not stated)
  -2.5	i	-1%	-2%	-5	8	0%	-7%
> COc1cccc(/C=N/NC(=S)NC2CC3CCC2C3)c1OC (configuration not stated)
  1.0	i	i	2%	-4	1	1%	11%
> Cn1cccc1C1(C(F)(F)F)NCCNC1=O (configuration not stated)
  -1.7	i	-19%	9%	0	-19	0%	-2%
> O=C(OCC(=O)N1CCC(Cc2ccccc2)CC1)c1ccc[nH]c1=O
  -1.6	i	i	-8%[57.1 µM]	6	-1	1%	-2%
> CC(C)c1ccc(Nc2cnn(C34CC5CC(CC(CC(=O)O)(C5)C3)C4)c(=O)c2Cl)cc1
  -4.5	i	i	-1%	5	12	-1%	2%
> O=C(OCc1nc2scc(-c3ccccc3)c2c(=O)[nH]1)c1ccco1
  -1.8	i	-7%	5%	8	1	u	6%
> CCOc1ccc2ccccc2c1/C=N/NC(=O)c1cc(C)[nH]n1
  -0.1	i	i	-6%	0	-12	-2%	3%
> Fc1ccc(CN2C3=NCCCN3c3ccccc32)cc1
  -0.5	i	-17%	3%	3	-9	0%	2%
> C=CCN1C(=O)C2C(C(=O)NC)C3(C)C=CC2(O3)C1C(=O)NCc1ccc(OC)cc1 (configuration not stated)
  1.3	i	i	14%	5	4	-1%	5%

Structures from the list above containing a CF3 group, in the order listed:
Second line of a record – CCT chaperon mod	pAkt inh	PTHR1 agonist	EPAC2 antagonist	DRD3 agonist	DRD3 antagonist	MmCpn inh	EPAC2 agonist
> O=C(NCC(F)(F)F)C1C(=O)Nc2ccccc2C(=O)N1Cc1ccccc1 (configuration not stated)
  x	i	-8%	-2%	4	14	x	-1%
> Cn1cccc1C1(C(F)(F)F)NCCNC1=O (configuration not stated)
  -1.7	i	-19%	9%	0	-19	0%	-2%

Continued:
Second line of a record – CCT chaperon mod	pAkt inh	PTHR1 agonist	EPAC2 antagonist	DRD3 agonist	DRD3 antagonist	MmCpn inh	EPAC2 agonist
> COC(=O)COc1ccc(/C=C2/SC(=O)N(CC(=O)N3CCCC3)C2=O)cc1Br
  -6.7	i	i	12%	3	3	-2%	-7%
> O=C(NCc1ccc(N2CCCC2=O)cc1)c1cccc(Cl)c1
  -14	i	-6%	8%	-6	3	-2%	-3%
> COC(=O)[C@]12CCCCC=C1N(CCC1=CCCCC1)C(=O)[C@H](CC(=O)NCc1cccc3ccccc13)C2
  -0.7	i	i	-1%	0	38	x	8%
> Cc1nnc(SCCCOc2ccccc2)nc1C
  -2.3	i	-25%	11%	6	-9	x	4%
> Cc1cc(C)c(NC(=S)N(CCc2ccncc2)C(C)C)c(C)c1
  1.1	i	u	3%	-9	-15	0%	1%
> CN1C=C(C(F)(F)F)C=C/C1=C(\C#N)c1nnc2n1CCCCC2
  -0.4	i	-11%	2%	0	21	0%	5%
> C[C@H](CO)N1C[C@H](C)[C@@H](CN(C)S(C)(=O)=O)Oc2ccc(NC(=O)Nc3ccc(C(F)(F)F)cc3)cc2C1=O
  -1.6	i	i	-4%	1	23	-1%	3%
> CCOC(=O)c1ccc2ncc(C(=O)OCC)c(NCc3ccco3)c2c1
  0.3	i	-15%[57.5 µM]	-11%[57.1 µM]	3	-1	-13%	0%
> CCO/C(C)=C1/SC(=S)NC1=O
  1.3	i	i	-1%	-4	-17	1%	12%
> COC(=O)CCC(=O)OC1(C)C(=O)C=C2C=C(c3ccsc3)OC=C2C1=O (configuration not stated)
  -4.1	i	i	10%	-15	0	x	2%

Next section:
Molecule	CCT chaperon mod	pAkt inh	PTHR1 agonist	EPAC2 antagonist	DRD3 agonist	DRD3 antagonist	MmCpn inh	EPAC2 agonist
CN(C)c1nc(C(N)=O)nc(N2CCOCC2)n1	-0.9	i	-1%[57.5 µM]	-1%	0	-4	-2%	-6%
Cc1c(NC(=O)c2ccc(Br)s2)c(=O)n(-c2ccccc2)n1C	-0.5	i	i	-9%	-6	5	0%	-5%
O=C(CN1C(=O)NC(c2ccccc2)(c2ccccc2)C1=O)Nc1ccc(N2CCOCC2)cc1	-1.6	i	-8%	-30%	8	18	0%	11%
CC(C)c1[nH]nc2c1C(C(C)C)C(C#N)=C(N)O2 (configuration not stated)	-2.5	i	-11%	0%	-6	-8	0%	5%
OC(CNCCC(c1ccccc1)c1ccccc1)COc1ccccc1 (configuration not stated)	-0.7	i	-23%	10%	-12	-26	2%	1%
O=C(CSc1nnc(CNc2ccccc2)o1)N1CCc2ccccc21	-0.9	i	i	0%	44*	14	1%	5%
CN(C)CCN(Cc1cccs1)S(=O)(=O)c1csc(C(N)=O)c1	-2.7	i	-9%	2%	-2	-2	1%	3%
NC(=O)c1ccccc1NC(=O)CSc1nc2ccccc2c(=O)[nH]1	-1.2	i	-24%	11%	5	-12	0%	-2%
CCOCCn1c(N2CCN(c3ccc(OC)cc3)CC2)nc2c1c(=O)n(C)c(=O)n2C	-14	i	-9%[57.5 µM]	0%	5	23	-3%	6%
Nc1ccc(C(=O)OCC(=O)Nc2cccc(S(=O)(=O)NC3=NCCCCC3)c2)cc1[N+](=O)[O-]	-3.9	i	-35%[inhibitor]	-4%	-6	19	1%	12%
NC(=O)N/N=C/c1c(F)c(F)c(F)c(F)c1F	-2.2	i	i	3%	6	1	0%	0%
CCOC(=O)CNC(=O)CSc1nnc(-c2ccccc2)n1Cc1ccco1	2.0	i	i	11%	-9	26	-1%	8%
Cc1ccc(NC(=O)CSc2nnc(C(F)(F)F)n2C)cc1[N+](=O)[O-]	0.9	i	-11%	7%	-16	4	-2%	9%
